Compound activity deposited in PubChem by several laboratories.
HTR5A ag: counter-screen for OPRM1-OPRD1 agonists: human HTR5A agonism; HTR5A agonist assay, luminescence, cell-based; activation, % at 9.3 µM; hit rate 0.61% among 340,000; in the data active means activation mostly above about 9.5%, no sharp cut-off; inactive means mostly below about 7.6%;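 further: 0% = cells with vehicle only and 100% = reference agonist; strong numbers were not always called active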
Target sequence (P47898 whole entry, looked up): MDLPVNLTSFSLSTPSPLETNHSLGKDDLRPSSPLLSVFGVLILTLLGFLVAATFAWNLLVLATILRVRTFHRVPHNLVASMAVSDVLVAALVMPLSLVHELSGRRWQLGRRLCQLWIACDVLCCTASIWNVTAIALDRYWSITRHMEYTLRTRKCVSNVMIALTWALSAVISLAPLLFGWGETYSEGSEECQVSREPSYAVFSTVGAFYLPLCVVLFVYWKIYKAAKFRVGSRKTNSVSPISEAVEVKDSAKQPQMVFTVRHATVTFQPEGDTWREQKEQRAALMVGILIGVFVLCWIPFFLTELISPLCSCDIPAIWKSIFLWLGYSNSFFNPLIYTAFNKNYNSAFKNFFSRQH
CAL PDZ FP: inhibitors of human CAL PDZ peptide binding; Q9HD26; purified CAL PDZ, TMR-peptide fluorescence polarization, 1 h; inhibition, % at 24.9 µM; hit rate 0.92% among 300,000; AID 602252;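 active means mean inhibition of at least 30% with at least half of replicates also reaching 30%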;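 further: 0% = DMSO neutral control and 100% = excess unlabeled competitor peptide PRC23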
C-LANA FP: blocks KSHV LANA C-terminal domain binding to DNA; MBP-C-LANA/FAM-LBS DNA binding, fluorescence polarization; inhibition, % at 9 µM; hit rate 0.078% among 340,000; AID 504423;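 active means highest replicate inhibition at or above 60% at 9 µM, even if other replicates fall short; inactive means all replicates below 60% inhibition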;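 further: 0% = neutral control wells and 100% = 4 µM acridine orange control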
MOR-DOR inv ag: inverse agonists of human mu-delta opioid receptor heterodimerization; inhibition, % at 9.3 µM; cell-based MOR-DOR heterodimer luminescence, inverse agonism; hit rate 0.21% among 340,000; P35372+P41143; in the data active means inhibition above about 22%, passing the limit was not always enough;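 further: 0% = cells with DMSO and 100% = wells without cells with DMSO; values of inactives mirror those of a sister screen read the other way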
HTR5A inv ctr: counter-screen for OPRM1-OPRD1 inverse agonists: human HTR5A inverse agonism. inhibition, % at 9.3 µM. HTR5A cell line, luminescence. hit rate 0.083% among 340,000. AID 504634; in the data active means inhibition mostly above about 23%, no sharp cut-off; inactive means mostly below about 18%;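 further: 0% = cells with DMSO and 100% = no-cell wells with DMSO; some compounds called inactive have numbers as strong as hits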
cardiac RTF act: cardiac RTF calcium sensitization | AID 493008 | P19429+P45379 | hit rate 0.24% among 340,000 | IANBD-labeled TnC RTF fluorescence at EC20 calcium; 0% EC20 calcium, 100% full calcium | activation, % at 7.2 µM;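 active means activation above the mean over all tested compounds plus 3 SD, cut at about 30% in these data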;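 further: rise in fluorescence read as greater calcium sensitivity of cardiac thin filaments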
Keap1 Nrf2 FP: Keap1-Nrf2 (human) interaction inhibition. Q14145. Keap1 Kelch-Nrf2 peptide fluorescence polarization, 1536-well. inhibition, % at 9.4 µM. hit rate 0.15% among 340,000; in the data active means inhibition above about 12%;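 further: human Keap1 Kelch domain with fluorescein labeled Nrf2 9mer peptide probe; 0% = neutral control wells and 100% = peptide positive control; higher means more block of Keap1 binding to Nrf2 peptide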
Target sequence (Q14145 whole entry, looked up, the tested form may be a part): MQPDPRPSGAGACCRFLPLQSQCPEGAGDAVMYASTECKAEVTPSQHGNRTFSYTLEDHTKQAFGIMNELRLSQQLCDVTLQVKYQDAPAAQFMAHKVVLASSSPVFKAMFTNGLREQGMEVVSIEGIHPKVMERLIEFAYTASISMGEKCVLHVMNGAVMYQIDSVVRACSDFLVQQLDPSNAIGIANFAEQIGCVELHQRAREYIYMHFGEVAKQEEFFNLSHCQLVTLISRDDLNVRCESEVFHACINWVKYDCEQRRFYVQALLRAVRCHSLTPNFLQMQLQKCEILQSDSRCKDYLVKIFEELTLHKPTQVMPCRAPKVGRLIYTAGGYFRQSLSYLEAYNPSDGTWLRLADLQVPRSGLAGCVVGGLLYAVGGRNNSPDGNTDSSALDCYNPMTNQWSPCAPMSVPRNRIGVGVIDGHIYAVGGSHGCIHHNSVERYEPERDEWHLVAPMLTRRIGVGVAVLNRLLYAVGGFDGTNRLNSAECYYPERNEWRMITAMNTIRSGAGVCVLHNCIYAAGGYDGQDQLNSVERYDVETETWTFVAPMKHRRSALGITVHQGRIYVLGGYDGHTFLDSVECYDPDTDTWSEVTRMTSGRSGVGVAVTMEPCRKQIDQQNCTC
Cardiac RTF inh: cardiac RTF calcium desensitization; inhibition, % at 7.15 µM; hit rate 0.12% among 340,000; IANBD-labeled cardiac RTF, Ca2+ fluorescence; P19429+P45379;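 active means inhibition above the mean inhibition of all tested compounds plus 3 SD, cut at about 17% in these data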;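 further: assay run at fixed EC70 calcium of 1.6 mM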
OPRM1-OPRD1 ag: OPRM1-OPRD1 heterodimerization agonism; P35372+P41143; cells, luminescence; activation, % at 9.3 µM; hit rate 0.3% among 340,000; AID 504326; in the data active means activation above about 18%;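 further: 0% = vehicle-treated cells and 100% = reference agonist; values of inactives mirror those of a sister screen read the other way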
V-ATPase pH: yeast V-ATPase proton transport regulation by pHLuorin. S. cerevisiae, pHLuorin cytosolic pH fluorescence. response, % at 10 µM. hit rate 0.37% among 350,000. AID 504577; in the data active means response mostly above about 7.3%, no sharp cut-off; inactive means mostly below about 5.4%; further: actives read high; inactives centre near 0; some compounds called inactive have numbers as strong as hits; reference of the scale not given here
* marks the source's active call; other numbers are inactive results; . = no result given.

The line under a structure holds: HTR5A ag	CAL PDZ FP	C-LANA FP	MOR-DOR inv ag	HTR5A inv ctr	cardiac RTF act	Keap1 Nrf2 FP	Cardiac RTF inh	OPRM1-OPRD1 ag	V-ATPase pH
> COc1ccc(CCC(=O)Nc2nc3ccccc3[nH]2)cc1
    4	-3	-0.8	0	-7	9	0	2	0.0	1
> CS(=O)(=O)Nc1ccc(-c2ccc(/C=C3\SC(N)=NC3=O)o2)cc1
    -4	-4	1.0	5	6	3	-2	-9	-0.9	2
> Cc1ccc(NC(=S)NCCc2c[nH]c3ccccc23)cc1
    5	-2	0.1	3	-30	0	-1	-4	-0.6	2
> Cc1nnc(SCC(=O)NCc2ccco2)[nH]c1=O
    5	-2	0.6	20	-12	-7	1	-3	-3.1	-7
> CC(C)c1nc2sc3c(c2c(=O)[nH]1)CC(C)(C)OC3
    2	-3	-1.5	15	-6	-2	-2	-6	-3.2	-1
> CC(C)C(NC(=O)c1ccccc1Cl)C(=O)OCc1nc2scc(-c3ccccc3Cl)c2c(=O)[nH]1 (configuration not stated)
    -1	0	-0.5	0	16	12	-1	1	-0.1	1
> CC(=O)Nc1ccc(NC(=O)C(C)Sc2nnc(-c3cccs3)o2)cc1 (configuration not stated)
    4	-3	0.4	3	-10	5	3	-9	-0.6	2
> COC(=O)C(CC(C)C)NC(=O)C(Cc1ccccc1)NC(=O)C1CCCN1C(=O)OC(C)(C)C (configuration not stated)
    -2	1	-0.2	24	6	3	0	-8	-4.8	-1
> C[C@@H](C(=O)N1CCNCC1)n1cc(CCC(=O)O)nn1
    3	0	-0.4	15	9	0	-1	3	-3.2	0
> COc1cc2c(cc1NCc1ccc3c(c1)OCO3)oc1ccccc12
    -2	4	-0.7	0	-32	3	2	1	0.0	6
> O=C(/C=C/c1cccc2ccccc12)c1ccncc1
    -3	0	-0.3	-12	7	5	0	2	2.4	2
> CCCN1CCc2nc(SCC(=O)Nc3ccc(C)c(Cl)c3)[nH]c(=O)c2C1
    -5	-1	0.0	12	-35	3	-6	-6	-2.1	-2
> CCC(C)NC(=O)c1cc2c(=O)n3cccc(C)c3nc2s1 (configuration not stated)
    -2	-7	1.8	-7	7	4	-1	-5	1.6	5
> CC1CCC(NC(=O)COc2ccc(C(=O)c3ccccc3)cc2)CC1 (configuration not stated)
    3	-4	-1.1	-7	-7	4	-2	-1	1.2	-3
> COc1ccc(C(=O)C2CCCN(Cc3cnc(N4CCOCC4)s3)C2)cc1F (configuration not stated)
    -1	-10	-0.4	1	-28	2	2	1	-0.2	1
> Cn1cccc1CC(=O)N/N=C/c1cccc([N+](=O)[O-])c1
    -1	-2	-1.5	6	3	3	1	5	-1.2	-3
> Cc1ccc2c(c1)N(CCC(=O)NCc1ccco1)C(=O)CO2
    -4	-2	-0.8	18	9	12	-9	-1	-3.3	0
> Brc1ccc(CSc2nnc(-c3cccnc3)o2)cc1
    -1	0	0.2	17	2	-7	-5	0	-2.5	2
> COC(=O)Cc1c(O)ccn(C2CC2)c1=O
    -1	-3	-0.1	11	2	-2	-3	0	-2.5	-3
> CC(NC(=O)CN(C)CC(=O)Nc1ccc(F)c(F)c1F)c1ccccc1 (configuration not stated)
    -7	-3	0.2	12	-4	0	-2	-20	-1.8	3
> Cc1nnc(NC(=O)CSc2nnc(CNC(=O)c3ccccc3F)n2C(C)C)s1
    2	.	-0.3	1	-6	5	-5	-7	-0.2	-1
> O=C(O)c1cc(S(=O)(=O)N2CCN(C(c3ccccc3)c3ccccc3)CC2)ccc1Cl
    2	0	-1.9	8	-6	-2	5	-3	-1.8	-2
> CCC(C)Sc1cc(-c2nc3ccc(Cl)cn3c2NC2CCCCC2)ccc1OC (configuration not stated)
    3	2	-0.4	0	-32	-3	-1	-15	0.1	-15
> Cc1cc(C)c(S(=O)(=O)N(C)CC(=O)NCc2cccnc2)c(C)c1
    -2	0	-1.5	-12	-14	4	0	-13	2.3	4
> O=C1CCCc2ccccc2N1Cc1cccc(Cl)c1
    11	2	0.1	6	-28	2	2	-2	-1.5	-1
> Cc1ccc(C2/C(=C(/O)c3cnn(-c4ccccc4)c3C)C(=O)C(=O)N2CCN2CCOCC2)o1 (configuration not stated)
    -1	-3	-0.6	11	-2	-4	-4	-10	-2.4	2
> Cc1[nH][nH]c(=O)c1C(c1ccc(-c2ccc(C(=O)O)cc2)o1)c1c(C)[nH][nH]c1=O
    -3	-3	20	17	7	-5	-4	3	-3.0	2
> COc1ccc(Br)cc1CN1CCN(C(=O)c2ccco2)CC1
    4	1	1.9	20	-14	-3	-6	-4	-4.3	3
> COCCNC(=O)CN1CCC(NC(=O)c2ccco2)CC1
    -2	-2	0.8	3	5	-7	4	1	-0.4	2
> C[C@H](CO)N1C[C@H](C)[C@H](CN(C)S(=O)(=O)c2ccccc2)Oc2c(NS(C)(=O)=O)cccc2C1=O
    3	-4	-1.2	6	-16	-6	-3	1	-0.9	-1
> CC1=C(C)/C(=N\OS(=O)(=O)c2ccc(C)cc2)C=CC1=O
    2	0	1.2	-262	-7	-3	2	10	50*	10*
> C/C(CCc1ccccc1)=N\NC(=O)C1C2CCCCC21 (configuration not stated)
    0	.	-1.1	1	-63	4	0	0	-0.2	-3
> C=C(C)COc1ccc(-c2nc(N)ncc2-c2ccc(OC)c(OC)c2)c(O)c1
    -1	-1	-1.1	-12	2	6	-3	-6	2.8	0
> CCOc1ccc2[nH]c(C)c(CN(C)C)c(=O)c2c1
    -4	-2	-1.4	-5	9	0	6	-32	0.8	2
> CC(C)(C)S(=O)(=O)/C(C#N)=C/Nc1ccccn1
    .	-2	1.0	.	.	.	-2	.	.	1
> COc1ccc(NCc2nnc(SCC(=O)Nc3ccc(OC)cc3)n2C)cc1
    -2	-1	0.7	18	6	1	-1	-14	-3.5	7
> COc1ccc(CC/C(C)=N\NC(N)=O)cc1
    1	2	0.8	14	-3	20	2	-12	-2.7	5
> CCN(c1cccc(C(F)(F)F)c1)S(=O)(=O)c1ccc2c(c1)CCN2C(=O)C1CC1
    2	.	0.8	-11	-8	10	-2	-9	2.0	4
> CCOC(=O)Cc1cnc(NC(=O)CSc2nc(N)cc(N)n2)s1
    -7	1	-3.7	-8	18	-2	-2	-4	1.7	-1
> NS(=O)(=O)c1ccc(NC(=S)NNC(=O)CCC(=O)Nc2ccccc2Cl)cc1
    2	-5	-0.9	0	3	2	-5	-12	-0.1	5
> NCCCCCNC(=O)/C=N\O
    1	-7	-0.8	12	7	3	-2	3	-2.3	2
> Cc1ccc(C2(c3ccc(C)cc3)NC(=O)N(CC(N)=O)C2=O)cc1
    -1	4	-1.0	5	2	0	-1	-17	-0.8	-2
> COc1ccc(Cl)cc1NC(=O)CN(C)Cc1ccc(OC)c(OC)c1
    -5	-3	-0.7	-7	15	-1	-4	-2	1.4	1
> CC1(OC(=O)C2CCCC2)C(=O)C=C2C=C(c3ccsc3)N(CCc3c[nH]c4ccccc34)C=C2C1=O (configuration not stated)
    4	0	-2.7	-22	-1	-5	-3	-7	4.0	9
> Cc1n[nH]c(=O)c2c(NC(=O)COC(=O)COc3cccc(Br)c3)oc(C)c12
    -5	.	0.5	17	13	2	-1	4	-3.2	-4
> O=C(Nc1ncc(Cc2cccc(Cl)c2Cl)s1)c1ccc([N+](=O)[O-])cc1
    7	-4	-2.3	-10	-6	-8	-1	-7	1.6	-3
> O=C(Nc1ccccc1C(=O)N1CCOCC1)c1noc2c1CCCC2
    -1	-4	0.4	6	-13	0	0	-7	-1.2	-3
> Cc1cccc(-n2cc[nH]c2=S)c1
    -3	0	-1.6	7	10	3	-2	-21	-1.3	0
> COc1ccc(-c2[nH]ncc2CN2CCN(Cc3cccs3)CC2)c(F)c1
    0	-5	1.3	5	-1	6	-6	-1	-1.1	9
> Cc1nc2ccc(C(=O)OCc3nnc(-c4ccccc4)o3)cc2nc1C
    3	-2	1.1	7	1	1	-5	-3	-1.4	4
> Nc1cc(=O)[nH]c(SCC(=O)Nc2ccc(S(=O)(=O)N3CCCCC3)cc2)n1
    2	-4	0.9	10	-4	-3	-1	-5	-1.8	0
> O=C(NCc1ccccc1)N1CCN(c2ccccc2)CC1
    2	-8	-0.1	15	-8	-10	-1	5	-3.1	-3
> O=C(NN1CCOCC1)c1cnn2c(C(F)F)cc(-c3ccccc3)nc12
    -2	0	-2.7	18	6	0	-2	-13	-3.8	-4
> COc1cc([C@@H]2CC=C(C(=O)O)[C@H](c3ccc(Cl)cc3)N2S(=O)(=O)c2ccc(C)cc2)cc(OC)c1OC
    4	-4	4.0	-17	-11	-2	-3	-11	3.0	0
> CCN(CCCNC(=O)C1CCN(S(=O)(=O)c2cnc[nH]2)CC1)c1ccccc1
    6	-1	0.5	-1	-16	6	-1	2	0.2	0
> O=C1COc2ccc(C(=O)COC(=O)c3ccc4ccccc4n3)cc2N1
    -5	-2	1.5	10	2	1	1	-2	-1.7	-4
> O=S(=O)(Nc1ccccc1Cl)c1ccc(-c2ccccn2)s1
    3	.	0.1	5	9	-3	2	-4	-1.0	-1
> Cc1noc(C)c1/C=N/Nc1ccc2ccccc2n1
    -3	-3	-0.3	-9	9	0	-4	-3	1.7	2
> CSc1ccccc1C(=O)N1CCN(c2ncccn2)CC1
    -5	.	0.2	6	-2	10	-4	3	-1.0	-1
> CCOC(=O)C[C@H]1c2ccccc2S(=O)(=O)N1c1cccc(OC)c1
    -2	6	2.9	8	6	-5	-2	0	-1.5	2
> Cc1ccc(CNC(=O)c2ccccc2NS(C)(=O)=O)cc1
    -5	-5	0.6	13	15	3	5	-5	-2.3	-3
